LYP phosphatase: LYP phosphatase inhibitors, primary screen, biochemical, DiFMUP fluorescence, recombinant catalytic domain, 10 µM (AID 606). Tyrosine-protein phosphatase non-receptor type 22 (Homo sapiens). recombinant LYP catalytic domain, DiFMUP fluorescence; higher % means a stronger effect. inhibition, % at 10 µM, or IC50 in µM where a hit was titrated. 52,000 tested, under 10 active;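 active means IC50 under 40 µM in the dose-response test; inactive means IC50 of 40 µM or more, or never dose-tested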
MK inhibit: S. pneumoniae MK inhibitors, primary screen, biochemical, PK/LDH-coupled NADH absorbance. mevalonate kinase [Streptococcus pneumoniae D39]. purified MK, PK/LDH-coupled NADH absorbance 340 nm. inhibition, % at 10 µM. 0.48% of 65,000 active;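 active means ranked among the strongest by inhibition in the single 10 µM screen, a fixed top-ranked set picked for dose follow-up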; further: no value below 0 was filed
Bfl-1 inhibitors: Bfl-1 inhibitors, primary screen, biochemical, fluorescence polarization, FITC-Bid, mouse (AID 432). FITC-Bid BH3 peptide fluorescence polarization displacement; higher % means a stronger effect. 0.02% of 64,000 active. displacement, % at 20 µM; hits with a dose series show IC50 in µM. Bcl-2-related protein A1 (Mus musculus); in the data active means a potency from the dose series; inactive means the rest, 99 in 100 with displacement below about 15%; further: strong numbers were not always called active
PMK inhibit: S. pneumoniae PMK inhibitors, primary screen, biochemical, mevalonate pathway, pilot trial included; phosphomevalonate kinase (Streptococcus pneumoniae D39); purified PMK, PK/LDH-coupled NADH absorbance 340 nm; inhibition, % at 10 µM; 0.49% of 65,000 active;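 active means top-ranked compounds by inhibition in the single 10 µM screen, taking a fixed number of the strongest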;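 further: 0% = full reaction with DMSO carrier and 100% = background rate without enzyme reaction; no value below 0 was filed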
HPDE-C7 cytotoxicity: cytotoxicity in HPDE-C7 cells, cell-based, fluorescence, HTS (AID 430). HPDE-C7 pancreatic duct cells viability, fluorescence; higher % means a stronger effect. one-dose cytotoxicity, % at 10 µM; EC50 in µM for titrated hits. 1.8% of 63,000 active;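 further: cells exposed to compound for 48 hours before viability readout; 0% = vehicle and 100% = reference cytotoxic drug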
DPM-DC inhibit: S. pneumoniae DPM-DC inhibitors, primary screen, biochemical, PK/LDH-coupled NADH fluorescence; 0.49% of 65,000 active; calls only at 10 µM; diphosphomevalonate decarboxylase (Streptococcus pneumoniae D39); purified DPM-DC;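 active means the 320 compounds with the highest percent inhibition in the single-dose primary screen, excluding strongly autofluorescent ones, cut at about 32% in these data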;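 further: kinetic rate of NADH fluorescence loss reporting ADP formed by the decarboxylase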
Alkaline phosphatase: human TNAP enzyme inhibitors, biochemical, luminescent (AID 518). Alkaline phosphatase, tissue-nonspecific isozyme (Homo sapiens). purified TNAP enzyme, luminescent substrate readout; higher % means a stronger effect. inhibition, % at 20 µM, or IC50 in µM where a hit was titrated. 0.09% of 64,000 active; in the data active means a potency from the dose series; inactive means the rest, 99 in 100 with inhibition below about 22%;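 further: plate controls were vehicle for no effect and reference inhibitor for full effect; many of its hits are not listed in these tables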
KRASV12 cytotoxicity: cytotoxicity in KRAS-transformed pancreatic duct cells, primary screen, cell-based, fluorescence, HTS (AID 431). HPDE-C7K KRASV12 cells, Alamar Blue viability, 48 h; higher % means a stronger effect. cytotoxicity, % at 10 µM, or EC50 in µM where a hit was titrated. 1.7% of 63,000 active;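 active means compounds whose percent cytotoxicity in the single-dose primary screen, scaled between solvent and toxic-drug controls, exceeds 50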;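 further: 0% = DMSO solvent wells and 100% = doxorubicin-treated wells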
HT1080 viability: cytotoxicity in HT1080 fibrosarcoma cells, cell-based, fluorescence readout (AID 620) | HT1080 viability, fluorescence; higher % means a stronger effect | cytotoxicity, % at 10 µM; hits with a dose series show EC50 in µM | 0.42% of 87,000 active;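 further: cells exposed to compound overnight then 4 h with Alamar Blue; 0% = vehicle DMSO and 100% = killing control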
PMK inhibit pilot replicates: also measured in PMK inhibit; calls as there; inhibition, %; measured here: pilot screen replicates
MK inhibit pilot replicates: further read-out of MK inhibit, marked with its call; inhibition, %; measured here: pilot screen replicates
DPM-DC inhibit pilot screen %: also measured in DPM-DC inhibit; calls as there; inhibition, %; measured here: pilot screen trials
Numbers without * were called inactive; i = inactive; / = not tested or not shown. Unless noted, no stated cut-off is given here; in the data, active means cytotoxicity above about 50%; inactive means the rest.

SMILES | LYP phosphatase | MK inhibit | Bfl-1 inhibitors | PMK inhibit | HPDE-C7 cytotoxicity | DPM-DC inhibit | Alkaline phosphatase | KRASV12 cytotoxicity | HT1080 viability | others
COc1ccc(CCNC(=O)c2cnccn2)cc1 | 5% | 4 | 2% | 13 | -7% | i | 14% | -1% | -6%
COc1ccc(CC(=O)OCc2cc3cccc(C)c3[nH]c2=O)cc1 | 13% | 1 | -3% | 6 | -13% | i | 6% | -13% | 5%
CC(C)(C)n1nc2c(c1NC(=O)COc1ccc3ccccc3c1)CS(=O)C2 (stereo not drawn) | -5% | 7 | 1% | 0 | 1% | i | 6% | 9% | 4%
c1ccc(-n2nnnc2Oc2cccc3cccnc23)cc1 | 5% | 3 | 4% | 0 | 19% | i | 15% | -4% | 8%
Cc1cccc(NC(=O)CC2SC(=NC3CCCCC3)NC2=O)c1 (stereo not drawn) | 1% | 2 | -1% | 0 | 5% | i | 6% | 6% | 13%
Cc1ccc(N(C(=O)Nc2ccccc2)C2=NCC(C)S2)cc1 (stereo not drawn) | 16% | 6 | / | 1 | / | i | / | / | -2%
CC(=O)C1C(c2ccco2)c2c(noc2C)CC1(C)O (stereo not drawn) | 12% | / | 0% | / | -13% | / | 6% | -1% | 2%
CCO/C(C)=C1\C(=O)N(CC)c2ccccc21 | 7% | 6 | 2% | 9 | -10% | i | 6% | -15% | -4%
CC(NCC1(N2CCOCC2)CCCCC1)C(=O)N1CCc2ccccc21 (stereo not drawn) | -8% | 38 | -4% | 14 | 3% | i | 4% | 1% | 21%
CC(=O)Nc1ccc(NC(=O)Cn2c(CC(=O)N3CCCC3)nc3ccccc32)cc1 | 12% | 8 | -2% | 7 | -6% | i | 7% | 6% | -28%
CCN(CC)CCN1C(=O)c2oc3ccccc3c(=O)c2C1c1ccc(C)cc1 (stereo not drawn) | -1% | 0 | 5% | 6 | 10% | i | -6% | 11% | 0%
O=c1c(O)c(-c2cccs2)oc2ccccc12 | 3% | 8 | 0% | 0 | -1% | / | 20% | -1% | 2%
Cc1nn(Cc2ccc(Cl)c(Cl)c2)c(C)c1NC(=O)c1cc(CC(C)C)on1 | 4% | 8 | -5% | 3 | -10% | i | 8% | -12% | 2%
O=C(Nc1nnc(CCc2ccccc2)s1)C1CCCO1 (stereo not drawn) | -7% | 8 | -2% | 0 | -7% | i | 5% | -3% | 7%
CCOC(=O)C1CCN(C(=O)c2cc(OCC)c(OCC)c(OCC)c2)CC1 | 6% | 10 | -5% | 1 | 7% | i | 8% | 8% | 0%
CCOc1ccccc1N(CC(=O)NC1CCCC1)C(=O)CCCC(=O)Nc1ccccn1 | 10% | 8 | -1% | 11 | -10% | i | 4% | -29% | 3% | PMK inhibit pilot replicates=0.0;MK inhibit pilot replicates=0.0;DPM-DC inhibit pilot screen %=0.0
COc1ccc(N2CCN(Cc3cc(=O)oc4cc(-c5ccccc5)c(O)cc34)CC2)cc1 | / | 8 | -7% | 12 | -4% | i | 6% | 4% | -14%
O=C(Nn1cnc2ccccc2c1=O)c1ccc(F)cc1Cl | 0% | 0 | 3% | 12 | -10% | i | 5% | -2% | 7%
Cc1ccc(NC(=O)CC2SC3=NCCN3C2=O)cc1 (stereo not drawn) | / | 6 | -5% | 0 | -3% | i | 3% | -8% | 5%
O=C(O)CCCCCNC(=O)c1cccc(Br)c1 | / | 0 | -9% | 0 | 3% | i | 10% | 8% | 7%
O=C1C=C(N2CCN(C(=O)c3ccccc3)CC2)C2(CCCCC2)O1 | / | 3 | 3% | 0 | -10% | i | 10% | -4% | -4%
O=C(O)c1cc(O)c2c(c1)C(=O)c1cccc(O)c1C2=O | 9% | 8 | 55% | 6 | 20µM* | i | 29% | 5.2µM* | / | PMK inhibit pilot replicates=1.5;MK inhibit pilot replicates=0.0;DPM-DC inhibit pilot screen %=0.0
CSc1nsc(SCC(=O)Nc2ccc3c(c2)OCCO3)n1 | 8% | 3 | -6% | 9 | / | i | 13% | / | 0%
C=CCNc1nc(NCCO)nc(N2CCCC2)n1 | 10% | 6 | -4% | 0 | -10% | i | 28% | -12% | 0%
COc1cccc(C2/C(=C(\O)c3ccc(OC)c(OC)c3)C(=O)C(=O)N2c2cc(C)on2)c1 (stereo not drawn) | -1% | 4 | 3% | 6 | 21% | i | 11% | 19% | -1%
CCC(=O)NCCN1CCN(C(=O)CC)CC1 | 10% | 7 | -9% | 7 | -2% | i | 7% | 6% | /
O=C(O)C1CC=CCC1C(=O)NCc1ccccc1 (stereo not drawn) | / | 9 | -3% | 9 | -6% | i | 4% | -5% | -7% | PMK inhibit pilot replicates=0.0;MK inhibit pilot replicates=0.0;DPM-DC inhibit pilot screen %=0.0
CCc1ccc(C2C(C#N)=C(N)SC(N)=C2C#N)cc1 | 9% | 1 | -12% | 0 | -5% | i | 8% | -3% | 15%
O=C(c1cccc(C(F)(F)F)c1)N1CCN(C2CCCCC2)CC1 | 4% | 7 | -2% | 2 | -6% | i | 7% | 2% | 6%
O=C(CCc1ccccc1)Nc1nnc(-c2cccs2)o1 | -13% | 4 | -9% | 7 | -3% | i | 20% | -3% | 6%
CCOc1ccc(N2C(=O)CC(N(O)c3ccccc3)C2=O)cc1 (stereo not drawn) | -14% | 11 | -5% | 1 | 10% | i | 14% | 16% | 2%
O=C(O)CCSCC(=O)c1ccc2c(c1)OCCO2 | 1% | 11 | -6% | 6 | 7% | i | 6% | -3% | 2%
CCc1ccc(NC(=O)CSc2nnc(-c3ccccn3)n2C)cc1 | 8% | 9 | 6% | 15 | -5% | i | 9% | -2% | -4%
CCN1C(=O)C2C(c3cccc(F)c3)NC(C)(C(=O)OC)C2C1=O (stereo not drawn) | 7% | 7 | 1% | 13 | -4% | i | 9% | -13% | -7%
Cn1c(=O)[nH]c(=O)c2c1nc(N1CCCCC1)n2CC(O)CN1CCCCC1 (stereo not drawn) | / | 11 | 5% | 9 | -10% | i | 16% | -11% | -1%
CCCc1c(O)nc(SCc2ccccc2)[nH]c1=O | 15% | 11 | 1% | 2 | -1% | i | 6% | -1% | -4%
COc1ccc(Cl)cc1CN1CCN(c2nc(C)cc(C)c2C#N)CC1 | / | 4 | 25% | 0 | 29% | i | 11% | 22% | -2%
Cc1nn(-c2ccccc2)c2sc(C(=O)N3CCc4ccccc4C3)cc12 | -24% | 0 | 3% | 21 | 11% | i | 10% | 6% | -5%
CN1CCN(CCCNc2nc3ccccc3c3nc(-c4ccccc4)nn23)CC1 | 7% | 6 | -12% | 6 | 36% | i | 8% | 35% | 15%
CN(c1ccc(C(=O)NCc2ccccc2)cc1)S(C)(=O)=O | 4% | 5 | 4% | 1 | -26% | i | 2% | -25% | /
Cc1ccc(-c2nn3c(C)nnc3c3ccccc23)cc1S(=O)(=O)NCc1ccco1 | 11% | 3 | 0% | 8 | -3% | i | 8% | -3% | 19%
O=S(=O)(c1ccc(Cl)s1)N1CCN(c2ncccn2)CC1 | 13% | 7 | -6% | 0 | 2% | i | 12% | 5% | 13%
O=C(CCc1c[nH]c2ccccc12)NCC1CCCO1 (stereo not drawn) | 5% | 0 | 4% | 7 | -19% | i | -1% | -29% | 2%
Cc1ccc(C2CC(c3cccc(C)c3)n3nc(N)nc3N2)cc1 (stereo not drawn) | 10% | 6 | -4% | 7 | -5% | i | 3% | -6% | -11%
O=C1OCCC1Sc1nnc(-c2ccccc2)o1 (stereo not drawn) | 1% | 0 | 2% | 15 | -4% | i | -6% | 8% | -3%
CCOc1ccc(C2CC(c3ccc(CC)cc3)n3nc(N)nc3N2)cc1 (stereo not drawn) | 8% | 3 | -5% | 13 | -4% | i | 2% | 10% | 9%
O=c1c2c(nc3c(-c4cccc(Br)c4)c[nH]n13)CCCC2 | 1% | 0 | 0% | 14 | -18% | i | 0% | -4% | 6%
CCOC(=O)N1CCOCCOCCN(C(=O)OCC)CCOCC1 | / | 12 | -2% | 8 | -9% | i | 10% | -15% | -8%
CCOc1ccc(NC(=O)CN(C)S(=O)(=O)c2cccs2)cc1 | 0% | 0 | -5% | 0 | -21% | i | 13% | -20% | -5% | PMK inhibit pilot replicates=0.0;MK inhibit pilot replicates=0.0;DPM-DC inhibit pilot screen %=0.0
CCCCCn1c(CCNC(=O)c2cccs2)nc2ccccc21 | -17% | 7 | / | 0 | / | i | / | / | 6%
CCCN(Cc1cc2cc(C)ccc2[nH]c1=O)C(=O)c1cccc(OC)c1 | 1% | 8 | -5% | 13 | -30% | i | 10% | 1% | -7% | PMK inhibit pilot replicates=2.5;MK inhibit pilot replicates=1.5;DPM-DC inhibit pilot screen %=10
CCc1nnc(NC(=O)c2ccc(N3C(=O)CCC3=O)cc2)s1 | 3% | 9 | 1% | 5 | -16% | i | -2% | -1% | -3%
CCCOc1ccc(C(=O)Nc2cc(-c3nn4c(C)nnc4s3)ccc2C)cc1 | -5% | 5 | 0% | 4 | -7% | i | 2% | -2% | 9%
N=C1C=CC=C2C1=NC1(CCCCC1)N2O | 9% | 6 | 7% | 2 | 2% | i | 11% | 6% | 7%
O=C(NCCc1ccc(Cl)cc1)C1CCCN(S(=O)(=O)c2cnc[nH]2)C1 (stereo not drawn) | -13% | 6 | 7% | 14 | -12% | i | 9% | 2% | -7%
CCCCn1cnc2cc(NCc3cccc(OC)c3O)ccc21 | 3% | 8 | -6% | 12 | 0% | i | 6% | -12% | 9%
Cc1cc(NC(=O)CN2CCN(c3ccccc3F)CC2)nc2c1c(=O)oc1ccccc12 | -1% | 15 | 0% | 0 | 5% | i | -2% | 4% | 17%

In the list so far, these have a COOH group:
SMILES | LYP phosphatase | MK inhibit | Bfl-1 inhibitors | PMK inhibit | HPDE-C7 cytotoxicity | DPM-DC inhibit | Alkaline phosphatase | KRASV12 cytotoxicity | HT1080 viability | others
O=C(O)CCCCCNC(=O)c1cccc(Br)c1 | / | 0 | -9% | 0 | 3% | i | 10% | 8% | 7%
O=C(O)c1cc(O)c2c(c1)C(=O)c1cccc(O)c1C2=O | 9% | 8 | 55% | 6 | 20µM* | i | 29% | 5.2µM* | / | PMK inhibit pilot replicates=1.5;MK inhibit pilot replicates=0.0;DPM-DC inhibit pilot screen %=0.0
O=C(O)C1CC=CCC1C(=O)NCc1ccccc1 (stereo not drawn) | / | 9 | -3% | 9 | -6% | i | 4% | -5% | -7% | PMK inhibit pilot replicates=0.0;MK inhibit pilot replicates=0.0;DPM-DC inhibit pilot screen %=0.0
O=C(O)CCSCC(=O)c1ccc2c(c1)OCCO2 | 1% | 11 | -6% | 6 | 7% | i | 6% | -3% | 2%

Screening results as filed in PubChem.
